High-throughput results as filed in PubChem BioAssay.
IL-2 act: qHTS of IL-2 Activators; IL-2 activation reporter assay, cell-based qHTS; stimulated with anti-CD3/CD4/CD28 beads; in transgenic mouse T cells; activation, % (series mostly up to about 46 µM); 360,000 compounds, 0.065% hits; in the data active = activation above about 50%; inconclusive = mostly about 30% to 49%; note: 0% is about no effect
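Unstimulated transgenic mouse T cells preincubated 60 min with compound, then stimulated with anti-CD3/anti-CD4-coated beads plus anti-CD28 for 18 h at 37 degrees C. IL-2 response read as EGFP and DsRed fluorescence by plate cytometry.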
PLK1 PBD block: qHTS for Inhibitors of PLK1-PDB (polo-like kinase 1 - polo-box domain): Primary Screen. Serine/threonine-protein kinase PLK1 (Homo sapiens), P53350. Plk1 PBD binding of FITC phosphopeptide, fluorescence polarization. Potency, µM, for the others: max response, negative = inhibition, actives largely listed as inhibitors. 360,000 compounds, 2.8% hits; note: potency is the fitted concentration of half-maximal effect; series mostly up to about 57 µM; % is set by controls: 0 for no effect and ±100 for the full control effect; nearly all actives have a fitted effect of over 65% in size
PI5P4Ka inh: qHTS for Inhibitors of phosphatidylinositol 5-phosphate 4-kinase (PI5P4K); Phosphatidylinositol 5-phosphate 4-kinase type-2 alpha (Homo sapiens), P48426; PI5P4Kalpha enzyme, ADP-Glo luminescence, 60 min; stronger effect = lower value; max response, %; 330,000 compounds, 1.2% hits; AID 652105, 2013; active = max response of -50% or lower; inconclusive = between -30% and -50%; inactive = -30% or higher; note: value at the top dose of about 77 µM; % is set by controls: 0 for no effect and ±100 for the full control effect
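Compounds were pin-transferred onto PI5P4Kalpha and substrate in HEPES pH 7.4 buffer with EGTA, CHAPS and 5% DMSO. ATP (5 microM final) started the reaction, which ran 60 minutes at room temperature before ADP-Glo detection.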
CCT modulator: High-Throughput Screening for Modulators of Cytosolic Chaperonin Activity; activity change, % (no concentration beside the values), hits read low; purified chaperonin ATPase assay, HTRF ADP detection, 30 min; 360,000 compounds, 0.3% hits; AID 651819, 2012; in the data active = activity change below about -30%; note: % is set by controls: 0 for no effect and ±100 for the full control effect
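Enzyme 40 or 20 nM (batch-dependent) in Tris pH 7.4/KCl/MgCl2/DTT; cpd 76 uM single point; ATP 10 uM; 30 min 37 °C; Transcreener ADP HTRF detection, 30 min RT; ratio 665/615.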
WRN inhibitor: qHTS for Inhibitors of WRN Helicase | WRN helicase unwinding, fluorescent forked duplex, kinetic | Potency, µM (doses to about 114 µM), for inactives: at the highest dose activity change, negative = inhibition, most hits filed as inhibitors | 360,000 compounds, 0.46% hits; note: potency is the fitted concentration of half-maximal effect; % is set by controls: 0 for no effect and ±100 for the full control effect; nearly all actives have a fitted effect of over 55% in size
Target sequence (Q14191 whole entry, looked up): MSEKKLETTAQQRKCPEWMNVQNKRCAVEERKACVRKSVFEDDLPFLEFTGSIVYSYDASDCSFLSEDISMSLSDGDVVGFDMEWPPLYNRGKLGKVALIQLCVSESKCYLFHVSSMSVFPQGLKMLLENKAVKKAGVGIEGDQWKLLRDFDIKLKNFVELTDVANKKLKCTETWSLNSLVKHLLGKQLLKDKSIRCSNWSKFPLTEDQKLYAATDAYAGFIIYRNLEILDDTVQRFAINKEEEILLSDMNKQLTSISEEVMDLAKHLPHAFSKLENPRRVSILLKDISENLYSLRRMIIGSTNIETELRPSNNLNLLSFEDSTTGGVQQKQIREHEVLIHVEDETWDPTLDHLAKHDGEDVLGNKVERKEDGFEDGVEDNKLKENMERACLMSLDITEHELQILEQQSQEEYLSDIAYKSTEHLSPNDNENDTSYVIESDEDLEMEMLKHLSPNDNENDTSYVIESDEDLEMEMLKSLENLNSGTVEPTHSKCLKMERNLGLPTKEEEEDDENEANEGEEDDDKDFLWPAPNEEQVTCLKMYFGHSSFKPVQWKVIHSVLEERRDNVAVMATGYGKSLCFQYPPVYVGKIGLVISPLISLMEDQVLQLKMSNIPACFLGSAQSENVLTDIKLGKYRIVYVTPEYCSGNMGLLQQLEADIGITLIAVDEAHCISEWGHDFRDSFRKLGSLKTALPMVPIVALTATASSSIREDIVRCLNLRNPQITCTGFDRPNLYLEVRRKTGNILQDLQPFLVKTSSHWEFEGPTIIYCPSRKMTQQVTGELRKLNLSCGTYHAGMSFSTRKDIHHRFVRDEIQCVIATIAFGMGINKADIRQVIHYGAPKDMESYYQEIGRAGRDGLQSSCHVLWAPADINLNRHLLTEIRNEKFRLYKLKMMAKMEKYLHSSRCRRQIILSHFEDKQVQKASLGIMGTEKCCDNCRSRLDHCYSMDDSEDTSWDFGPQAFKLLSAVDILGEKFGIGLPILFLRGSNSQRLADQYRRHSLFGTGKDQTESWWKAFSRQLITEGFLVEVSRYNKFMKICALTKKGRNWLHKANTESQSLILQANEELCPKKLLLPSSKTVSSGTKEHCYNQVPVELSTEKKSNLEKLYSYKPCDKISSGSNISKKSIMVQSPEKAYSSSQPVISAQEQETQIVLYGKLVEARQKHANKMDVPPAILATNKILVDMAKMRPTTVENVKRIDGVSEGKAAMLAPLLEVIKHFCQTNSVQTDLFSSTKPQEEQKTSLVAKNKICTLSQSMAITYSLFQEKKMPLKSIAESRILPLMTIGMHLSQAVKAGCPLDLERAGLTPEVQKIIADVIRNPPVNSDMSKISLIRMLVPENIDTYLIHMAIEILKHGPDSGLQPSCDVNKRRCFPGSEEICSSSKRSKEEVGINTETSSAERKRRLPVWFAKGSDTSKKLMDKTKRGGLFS
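Kinetic red-fluorescence monitoring (525/598 nm) tracks WRN helicase activity after 100 nM fluorophore-quencher forked duplex and 2 mM ATP are added to 20 nM enzyme pretreated 15 min at room temperature with compound.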
EPAC1 ag: qHTS for Agonist of cAMP-regulated guanine nucleotide exchange factor 3 (EPAC1): primary screen. 360,000 compounds, 0.073% hits. Potency, µM (highest dose often 154 µM), for the others: at the highest dose activation, usual class: activators. EPAC1 agonist qHTS, biochemical assay; response scale: 100% = response to 6.5 mM cAMP. Rap guanine nucleotide exchange factor 3 (Homo sapiens), O95398. AID 720707, 2013; note: potency is the fitted concentration of half-maximal effect; nearly all actives have a fitted effect of over 60% in size
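EPAC1 100 nM, Rap1B–BODIPY-GDP 250 nM, unlabeled GDP 50 uM; compound titration; 5 min RT; kinetic read ex480/em540 at 5-min intervals ×30 min; data normalized to 6.5 mM cAMP agonist control.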
EPAC2 ag: qHTS for Agonist of cAMP-regulated guanine nucleotide exchange factor 4 (EPAC2): primary screen; Potency, µM (series often up to 154 µM), inactives show at the highest dose activation, most hits filed as activators; EPAC2 activation, biochemical qHTS; response scale: 100% = 6.5 mM cAMP response; 360,000 compounds, 0.079% hits; note: potency is the fitted concentration of half-maximal effect; nearly all actives have a fitted effect of over 50% in size
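qHTS, titration series. 100 nM EPAC2 / 250 nM Rap1B-BODIPY-GDP / 50 uM GDP; RT; ex 480/em 540 nm, 5-min reads to 30 min. Norm. to 6.5 mM cAMP = activation.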
EPAC1 antagonist: qHTS for Antagonist of cAMP-regulated guanine nucleotide exchange factor 3 (EPAC1): primary screen | EPAC1 GEF assay, Rap1b-BODIPY-GDP exchange fluorescence | Potency, µM (highest dose often 115 µM), inactives show at the highest dose activity change, negative = inhibition, hits mostly inhibitors | AID 720709, 2013 | Rap guanine nucleotide exchange factor 3 (Homo sapiens), O95398 | 360,000 compounds, 0.14% hits;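 note: potency is the fitted concentration of half-maximal effect; plate controls were vehicle for no effect and positive control for full effect; nearly all actives have a fitted effect of over 50% in size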
Active calls of the source: *; ? = inconclusive; / = not tested or not shown; [ ] = another dose, or the depositor's remark. Unless noted, calls come from the whole dose curve; as a rule, active = well fitted curve in the direction sought with a large enough effect; inconclusive = small, poorly fitted or top-dose-only effect, or another doubt; inactive = no such curve, though single readings can be large; an effect the other way counts as inactive or inconclusive. The list is partial; count on the stated rates, not on these rows.

SMILES	IL-2 act	PLK1 PBD block	PI5P4Ka inh	CCT modulator	WRN inhibitor	EPAC1 ag	EPAC2 ag	EPAC1 antagonist
CN(C)CC/C=C1\c2ccccc2CSc2ccccc21	0.1	-5%	1	-1.5	0%	-6%	0%	-21%
CC(C)c1ccc(N=C2NN=C(c3cccs3)CS2)cc1	-1.0	-5%	10	1.1	-1%	-6%	1%	-14%
COc1cc(C)nc(N2CCCC(C(=O)Nc3ccccc3Br)C2)n1 (stereo not given)	-5.2	-17%	0	-2.7	-1%	2%	4%	5%
Cc1cc([N+](=O)[O-])ccc1NC(=O)Cc1ccc(F)cc1	-0.4	1%	6	2.0	0%	-3%	-4%	5%
CN1C(=O)/C(=C/c2ccc(OCc3ccc(F)cc3)cc2)NC1=S	-0.5	-11%	3	0.9	-2%	1%	0%	-5%
COc1cc(OC)cc(N(C(=O)CNC(=O)c2cccs2)C(C(=O)NCC2CCCO2)c2ccc(OC)c(OC)c2)c1 (stereo not given)	-0.2	-10%	10	-0.2	1%	-2%	11%	-2%
Cc1cc[n+](CC(=O)N2CCCc3ccccc32)cc1	-1.6	-15%	3	0.4	-4%	4%	7%	9%
COc1cccc(CN(C)C(=O)c2cc(S(=O)(=O)N3CCN(c4ccccc4)CC3)ccc2Cl)c1	-7.3	-3%	0	-4.6	-6%	1%	5%	0%
COc1ccc(NC(=O)/C=C/c2ccccc2[N+](=O)[O-])c(OC)c1	0.3	-6%	-5	-0.7	-5%	2%	10%	-7%
CN1CCN(/C=N/c2c(C#N)cnn2Cc2ccccc2)CC1	-2.0	-6%	/	-2.3	5%	3%	3%	15%
O=C(/C=C/c1ccccc1)C1C(=O)c2ccccc2C1=O	0.2	-24%	-18	-4.3	7%	0%	-2%	8%
CCOC(=O)C1(CCOc2ccccc2)CCN(Cc2cnc(C)[nH]2)CC1	0.0	-17%	6	1.1	-13%	-6%	1%	?
CC1CCCN(S(=O)(=O)c2ccc(CN3C(=O)c4cccnc4C3=O)cc2)C1 (stereo not given)	0.2	-18%	6	2.4	6%	2%	-7%	-18%
CCN1CCCC1CNCc1cccc(OC)c1OCc1ccc(F)cc1 (stereo not given)	-0.5	-9%	11	-2.8	0%	6%	5%	-4%
Cc1n[nH]c(C)c1S(=O)(=O)N1CCCC(C(=O)NCc2cccs2)C1 (stereo not given)	-0.3	0%	-3	-0.9	-10%	-1%	-6%	-9%
Cc1ccc(OCc2cc(C(=O)NCc3ccc(OC(F)(F)F)cc3)no2)cn1	-3.7	-5%	-5	-1.5	0%	-11%	-13%	-22%
CCC[C@H]1COCCS(=O)(=O)N1Cc1ccccc1	0.0	-9%	-3	-0.9	0%	-6%	14%	-8%
COC(=O)C1Sc2[nH]c(=O)sc2C(c2ccc(Cl)cc2)C1C(=O)OC (stereo not given)	-1.1	?	1	0.5	11%	4%	9%	?
O=C(CNc1cccc(S(=O)(=O)N2CCCCC2)c1)Nc1ccc(C(F)(F)F)cc1	-4.4	-1%	11	1.0	-5%	-4%	11%	-13%
C=CCOc1c(Br)cc(/C=C2\SC(=Nc3ccccc3)NC2=O)cc1OC	-0.4	-4%	-16	0.8	3%	-3%	-6%	-2%
OCCC1CN(Cc2ccon2)CCN1CCc1ccccc1 (stereo not given)	10	9%	-6	0.5	10%[57.1 µM]	-2%	-3%	-24%
COc1cc(/C=N/NC(=O)c2cccc(NC(=O)c3ccccc3C)c2)ccc1O	0.0	-3%	10	-1.8	-28%	7%	10%	-5%
Cc1ccc(C)c(N(CC(=O)NC2CCCC2)C(=O)c2cc3cc4cccc(C)c4nc3s2)c1	-0.3	-1%	/	0.1	-6%	3%	-10%	-5%
Cc1nnc(SC(C)C#N)n1-c1ccccc1 (stereo not given)	0.8	-14%	1	-5.1	1%	-2%	7%	6%
CCOC(=O)N1CCN(CC(=O)Nc2ccc(C)cc2)CC1	0.4	-10%	/	-4.2	-10%	1%	9%	-5%
The listing continues:
SMILES	IL-2 act	PLK1 PBD block	PI5P4Ka inh	CCT modulator	WRN inhibitor	EPAC1 ag	EPAC2 ag	EPAC1 antagonist
COc1ccc(NS(=O)(=O)c2ccc3c(c2)CCC(=O)N3)c(OC)c1	-1.3	-1%	/	-1.0	-22%	5%	3%	-8%
N/C(=N\O)c1cn(Cc2ccccc2Cl)c2ccccc12	-3.8	1%	20	-1.5	1%	1%	5%	-10%
CCOC(=O)Cn1c(=O)n(Cc2ccc(C)cc2)c(=O)c2cccnc21	-0.4	-15%	1	-0.7	-3%	0%	14%	-11%
COc1ccc(CCN2C(=O)c3ccccc3C2c2nnnn2C(C)C)cc1OC (stereo not given)	-0.5	-6%	1	0.8	4%	-5%	4%	-12%
CC(=O)Nc1ncc(Cc2cccc(Cl)c2Cl)s1	1.7	-1%	-4	-0.9	-18%[57.1 µM]	1%	3%	-16%
CCC(C)c1ccc(C(C)NC(=S)NCc2ccc(F)cc2)cc1 (stereo not given)	-2.4	-11%	5	-1.2	-1%	-2%	-2%	?
C[C@H](CO)N1C[C@H](C)[C@H](CN(C)S(C)(=O)=O)OCc2cnnn2CCCC1=O	-0.6	3%	1	-0.2	-1%	-9%	3%	-2%
NC(=O)COc1ccc(C23CC4CC(CC(C4)C2)C3)cc1	-3.1	-6%	17	-2.7	6%	6%	7%	-6%
CN(C)Cc1cc(C(C)(C)c2ccccc2)ccc1O	-0.2	-8%	-8	1.5	5%	0%	6%	-10%
Cc1ccc(-n2cc(CN(C)Cc3nccn3C)c(-c3cccc(C)c3)n2)cc1	-1.2	-4%	3	-0.4	-2%	12%	18%	-13%
Cc1cccc(C(=O)N2[C@@H](C(C)C)COc3cc(Br)ccc3S2(=O)=O)c1	0.3	21µM*	-17	-0.6	-2%	-6%	7%	-17%
Cc1cc(C(=O)Nc2nc3ccc(Cl)cc3s2)nn1C	-3.3	-17%	-5	-1.9	-1%	10%	5%	-17%
CCn1cc(C2C3=C(CC(C)(C)CC3=O)N(c3ccc(C)cc3)C3=C2C(=O)CC(C)(C)C3)c(C)n1	-0.2	-12%	1	-2.7	1%	5%	11%	-9%
Cc1cccc(NC(=O)COC(=O)c2cccc3c2C(=O)c2ccccc2C3=O)c1C	-1.2	6%	-9	-0.6	-3%	-6%	2%	1%
COc1cccc(NC(=O)CN(C)C(=O)Cc2ccc3c(c2)CCC3)c1	-1.7	-26%	-3	-5.2	-10%	14%	-1%	11%
CCc1ccc(/C=C2\SC(=S)N(CCCC(=O)Nc3cc(C)on3)C2=O)cc1	2.3	-7%	-4	2.2	-3%	15%	-3%	0%
COC(=O)c1cc(NS(=O)(=O)c2ccc(NCc3cccnc3)c(N)c2)cc(C(=O)OC)c1	0.1	3%	12	-0.8	-20%	-5%	-5%	-2%
COc1ccccc1/C=N/OCc1ccc(C#N)cc1	0.8	-5%	10	-3.6	-2%	22%	10%	1%
Cc1cccc2cc3ccccc3nc12	-1.4	-4%	5	0.0	10%	-7%	8%	13%

Complete entries, looked up by structure:
CCc1ccc(/C=C2\SC(=S)N(CCCC(=O)Nc3cc(C)on3)C2=O)cc1 across the screens: IL-2 act = 2.3; PLK1 PBD block = -7%; PI5P4Ka inh = -4; CCT modulator = 2.2; WRN inhibitor = -3%; EPAC1 ag = 15%; EPAC2 ag = -3%; EPAC1 antagonist = 0%
N/C(=N\O)c1cn(Cc2ccccc2Cl)c2ccccc12 across the screens: IL-2 act = -3.8; PLK1 PBD block = 1%; PI5P4Ka inh = 20; CCT modulator = -1.5; WRN inhibitor = 1%; EPAC1 ag = 1%; EPAC2 ag = 5%; EPAC1 antagonist = -10%
CCC(C)c1ccc(C(C)NC(=S)NCc2ccc(F)cc2)cc1 (stereo not given) across the screens: IL-2 act = -2.4; PLK1 PBD block = -11%; PI5P4Ka inh = 5; CCT modulator = -1.2; WRN inhibitor = -1%; EPAC1 ag = -2%; EPAC2 ag = -2%; EPAC1 antagonist = ?

Laid out differently: 2 of the compounds above
Sequence of screens: IL-2 act	PLK1 PBD block	PI5P4Ka inh	CCT modulator	WRN inhibitor	EPAC1 ag	EPAC2 ag	EPAC1 antagonist
> CCC(C)c1ccc(C(C)NC(=S)NCc2ccc(F)cc2)cc1 (stereo not given)
    -2.4	-11%	5	-1.2	-1%	-2%	-2%	?
> C[C@H](CO)N1C[C@H](C)[C@H](CN(C)S(C)(=O)=O)OCc2cnnn2CCCC1=O
    -0.6	3%	1	-0.2	-1%	-9%	3%	-2%

2 of these compounds in a different format:
structure | IL-2 act | PLK1 PBD block | PI5P4Ka inh | CCT modulator | WRN inhibitor | EPAC1 ag | EPAC2 ag | EPAC1 antagonist
CCOC(=O)N1CCN(CC(=O)Nc2ccc(C)cc2)CC1 | 0.4 | -10% | / | -4.2 | -10% | 1% | 9% | -5%
COc1ccc(NS(=O)(=O)c2ccc3c(c2)CCC(=O)N3)c(OC)c1 | -1.3 | -1% | / | -1.0 | -22% | 5% | 3% | -8%
